LYPLA1 inh = LYPLA1 (human) inhibition in PME1 counter-screen. O75608. recombinant LYPLA1, FP-Rh probe fluorescence polarization. inhibition, % at 5.9 µM. 320,000 compounds, 0.16% hits. AID 2174;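 active = inhibition above the mean of all tested compounds plus 3 SD, set per campaign, cut at about 14% in these data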;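 also: inhibitors block serine hydrolase probe labeling of LYPLA1 so polarization falls; 0% = enzyme with DMSO and 100% = wells lacking LYPLA1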
PAFAH1B3 inh = inhibitors of human PAFAH1B3; Q15102; recombinant PAFAH1B3, FP-rhodamine probe, fluorescence polarization; inhibition, % at 3.39 µM; 340,000 compounds, 0.28% hits;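 active = inhibition above the screen-wide average of all tested compounds plus 3 SD, cut at about 25% in these data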;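 also: 0% = enzyme with DMSO only and 100% = wells lacking PAFAH1B3 protein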
PAD4 FP inh = inhibitors of human PAD4; Q9UM07; recombinant PAD4, RCA probe fluorescence polarization; inhibition, % at 6.36 µM; 330,000 compounds, 0.41% hits; AID 485272;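 active = percent inhibition above a cutoff equal to the mean of all tested compounds plus 3 SD, cut at about 15% in these data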;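 also: 0% = PAD4 with RCA probe and DMSO and 100% = probe without PAD4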
GSTO1 inh = counter-screen for RBBP9 inhibitors: inhibitors of human GSTO1; P78417; recombinant GSTO1, activity-based probe fluorescence polarization; inhibition, % at 5.96 µM; 300,000 compounds, 1.1% hits; AID 1974;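 active = inhibition above the campaign mean inhibition plus 3 SD, cut at about 35% in these data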;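 also: 0% = GSTO1-1 with DMSO and 100% = wells lacking GSTO1-1 enzyme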
EBNA-1 inh = blocks EBNA-1 binding to DNA; EBNA-1 DNA binding, fluorescence polarization; inhibition, % at 14.8 µM; 300,000 compounds, 0.34% hits; AID 1950; in the data active = inhibition above about 28%
LYPLA2 inh = blocks human lysophospholipase 2, a PME1 counter-screen; inhibition, % at 5.9 µM; 320,000 compounds, 0.38% hits; recombinant LYPLA2, FP-Rh probe fluorescence polarization; O95372;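 active = inhibition above the screen-wide mean plus 3 SD, limit set per campaign, cut at about 26% in these data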;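 also: 0% = LYPLA2 with DMSO and 100% = wells lacking LYPLA2 enzyme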
ZTA DNA inh = ZTA (EBV) inhibition in EBNA-1 counter-screen; 320,000 compounds, 0.15% hits; inhibition, % at 11 µM; ZTA-DNA binding, fluorescence polarization; in the data active = inhibition above about 33%
Target sequence (P03206 whole entry, looked up): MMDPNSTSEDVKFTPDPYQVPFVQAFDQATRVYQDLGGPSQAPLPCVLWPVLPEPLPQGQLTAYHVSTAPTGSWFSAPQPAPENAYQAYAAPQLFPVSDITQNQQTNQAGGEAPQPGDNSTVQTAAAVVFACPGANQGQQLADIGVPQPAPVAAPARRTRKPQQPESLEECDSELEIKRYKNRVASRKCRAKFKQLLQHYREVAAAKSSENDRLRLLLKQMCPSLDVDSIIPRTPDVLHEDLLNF
PREPL inh = inhibits the human prolyl oligopeptidase-like enzyme | AID 2751 | recombinant PREPL, fluorescence polarization activity-based probe | inhibition, % at 5.96 µM | 320,000 compounds, 0.68% hits; in the data active = inhibition above about 43%;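 also: 0% = enzyme with DMSO and 100% = wells lacking enzyme; many of its hits are not listed in these tables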
Target sequence (Q4J6C6 whole entry, looked up): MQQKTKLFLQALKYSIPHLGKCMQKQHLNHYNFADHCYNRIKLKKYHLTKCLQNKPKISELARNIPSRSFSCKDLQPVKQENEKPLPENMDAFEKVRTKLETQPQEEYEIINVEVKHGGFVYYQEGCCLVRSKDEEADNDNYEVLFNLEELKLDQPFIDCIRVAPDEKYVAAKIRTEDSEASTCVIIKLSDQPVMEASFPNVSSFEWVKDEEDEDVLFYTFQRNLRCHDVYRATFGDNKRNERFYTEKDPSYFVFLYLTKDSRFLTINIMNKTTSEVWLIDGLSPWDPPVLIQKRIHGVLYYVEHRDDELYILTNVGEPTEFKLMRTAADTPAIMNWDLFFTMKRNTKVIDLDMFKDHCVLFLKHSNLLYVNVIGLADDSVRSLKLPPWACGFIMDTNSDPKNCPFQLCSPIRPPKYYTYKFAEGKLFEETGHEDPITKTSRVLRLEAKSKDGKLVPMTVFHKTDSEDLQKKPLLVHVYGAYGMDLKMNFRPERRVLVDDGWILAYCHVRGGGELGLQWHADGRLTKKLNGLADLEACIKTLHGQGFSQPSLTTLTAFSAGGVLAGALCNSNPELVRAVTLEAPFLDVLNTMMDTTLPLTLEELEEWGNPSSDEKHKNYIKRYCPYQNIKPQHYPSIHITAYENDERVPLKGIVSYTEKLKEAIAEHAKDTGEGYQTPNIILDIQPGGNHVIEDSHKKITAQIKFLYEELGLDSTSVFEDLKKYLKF
PAFAH2 inh = inhibitors of human PAFAH2. 340,000 compounds, 0.99% hits. inhibition, % at 3.39 µM. recombinant PAFAH2, FP-rhodamine activity probe, fluorescence polarization;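 active = inhibition above the mean over all tested compounds plus 3 SD, cut at about 30% in these data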;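 also: inhibitors block probe labeling of enzyme so polarization drops; 0% = enzyme with DMSO and 100% = wells lacking PAFAH2 protein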
An asterisk follows results filed as active; nt = not tested or not shown. Some of the compounds tested; rates above refer to the full screens.

Every second line gives: LYPLA1 inh | PAFAH1B3 inh | PAD4 FP inh | GSTO1 inh | EBNA-1 inh | LYPLA2 inh | ZTA DNA inh | PREPL inh | PAFAH2 inh
Cc1nc(SCC(=O)N2CC(=O)Nc3ccccc32)nc(C)c1C
 : -6 | 5 | -2 | 7 | 8 | -10 | 11 | -1 | -1
CC1S/C(=N/N=C/c2ccco2)NC1=O (configuration not stated)
 : -2 | 3 | 2 | 3 | 6 | -1 | -9 | -5 | 3
Cc1ccc(CNC(=O)c2cc(-c3ccccc3C)n(CC3CC(c4cccc([N+](=O)[O-])c4)=NO3)n2)cc1 (configuration not stated)
 : -3 | 3 | 2 | -4 | 1 | -11 | -25 | -6 | 3
Cc1ccc(C(=O)NNC(=O)CCC(=O)Nc2cc(C)on2)cc1
 : -2 | 8 | -3 | 2 | -1 | -3 | -13 | 11 | -58
COc1ccccc1N1CCN(/N=C/c2c(C)nn(-c3ccccc3)c2C)CC1
 : 3 | 6 | -1 | 1 | 4 | 2 | -6 | 8 | -6
O=C(Cc1cccc2ccccc12)NCCC1=CCCCC1
 : -2 | 9 | -8 | 18 | 8 | 1 | -15 | 3 | 2
CSc1nc2c(cc1C#N)C(=O)CC(C)(C)C2
 : 1 | 7 | 1 | 6 | -1 | 4 | 0 | -2 | -6
O=C(CCSc1ccccc1Cl)NNC(=O)c1ccncc1
 : 0 | 4 | -4 | -2 | -10 | -2 | -16 | -12 | 3
Cc1ccc(C2(C)NC(=O)N(Cc3c(C)noc3C)C2=O)cc1 (configuration not stated)
 : 2 | -1 | -1 | -1 | -1 | 1 | 12 | 14 | 1
O=C(Cc1c(C(=O)O)[nH]c2ccc(Cl)cc12)Nc1ccc2c(c1)OCCO2
 : -3 | 5 | -2 | -27 | 9 | 5 | -10 | -2 | 20
COCCn1c(=NC(=O)C(C)(C)C)sc2cc([N+](=O)[O-])ccc21
 : -2 | 4 | 1 | 5 | -4 | -2 | -7 | 11 | -7
CC(Sc1nnc(C2CC2)n1C1CC1)C(=O)N(C)C1(C#N)CCCCC1 (configuration not stated)
 : 1 | 10 | -2 | nt | nt | 0 | -5 | 6 | 3
COc1cccc(C(C(=O)NC2CCCCC2)N(C(=O)c2cccs2)c2ccc3c(c2)OCO3)c1 (configuration not stated)
 : 3 | -5 | -2 | 7 | -3 | 0 | -27 | -3 | -2
COC(=O)Nc1ccc(S(=O)(=O)n2cnc3ccccc32)cc1
 : 6 | 3 | -6 | -10 | -3 | 4 | -14 | 2 | -3
CCOC(=O)C1C(=O)OC(C)(C)C1C(C)C(=O)c1ccc(OC)cc1 (configuration not stated)
 : -1 | 8 | -2 | 1 | 2 | 1 | -1 | 1 | 0
COc1ccc(OCC(=O)N(C)CC2COc3ccccc3O2)cc1 (configuration not stated)
 : nt | 0 | 2 | nt | nt | nt | nt | -5 | -5
O=C(CCCn1c(=O)c2sccc2n(CC(=O)NCC2CCCO2)c1=O)NCc1ccco1 (configuration not stated)
 : 5 | -3 | -6 | 1 | 1 | 5 | 3 | -7 | -8
COc1cccc(NC(=O)CN2CCN(S(=O)(=O)c3ccc(F)cc3)CC2)c1
 : 2 | 3 | -1 | 5 | -7 | 3 | -2 | -12 | 5
COc1ccc(CCNC(=O)c2ccc(OCC(=O)N3CCOCC3)c(OC)c2)cc1OC
 : -5 | 2 | -1 | 5 | -3 | -11 | -5 | 15 | 0
CCc1nnc(NC(=O)CSc2nnc(Cc3ccccc3)n2-c2ccc(OC)cc2)s1
 : 3 | 8 | -1 | 0 | 18 | 5 | -5 | -7 | -4
CN1CCC(=O)N([C@H](CN=[N+]=[N-])c2ccccc2)CC1
 : -2 | 11 | -6 | -1 | 7 | -5 | -12 | 9 | -1
CCSc1nnc(-c2cc(Br)ccc2NC(C)=O)c(=O)[nH]1
 : -2 | 0 | 1 | -9 | 13 | 4 | 8 | -5 | 0
Cc1cc(C)n2nc(C(=O)OCC(=O)N(C)Cc3ccccc3)nc2n1
 : 1 | 1 | -1 | 1 | -2 | 2 | -4 | 4 | 6
COc1ccc(C)cc1NC(=O)NNC(=O)C(C)Oc1ccc([N+](=O)[O-])cc1 (configuration not stated)
 : 3 | 9 | 2 | 4 | -10 | 6 | 7 | 5 | 1
CCN1C(=O)[C@@H]2[C@H](C1=O)[C@@H]1C(=O)Nc3ccccc3C(=O)N1[C@@H]2c1cccc(OC)c1
 : 3 | 5 | 1 | 3 | -2 | 5 | 1 | 5 | -3
Cc1cc(C)n(-c2nc3c(c(=O)n(C)c(=O)n3C)n2CCO)n1
 : 1 | 2 | 0 | 8 | 1 | 3 | 2 | 1 | 3
O=C(CCc1ccc(S(=O)(=O)NC2CCCCC2)cc1)NCc1ccc(Cl)cc1
 : 2 | 1 | 2 | -6 | 0 | 9 | -22 | -5 | 4
c1ccc(NC2=NCCN2CCC2CCCCC2)cc1
 : 1 | 3 | -5 | 5 | 9 | -2 | 11 | 3 | -9
COc1cc(C2N(c3ccccc3)CCN2c2ccccc2)cc(OC)c1OC
 : -1 | 6 | 7 | 4 | -8 | 0 | -7 | 18 | 6
CCCc1nnc(NC(=O)CS(=O)(=O)c2ccccc2)s1
 : 4 | -3 | -3 | 9 | -6 | 6 | -8 | 13 | 4

Some of the entries so far, with each value named.
> Cc1cc(C)n(-c2nc3c(c(=O)n(C)c(=O)n3C)n2CCO)n1
  LYPLA1 inh = 1; PAFAH1B3 inh = 2; PAD4 FP inh = 0; GSTO1 inh = 8; EBNA-1 inh = 1; LYPLA2 inh = 3; ZTA DNA inh = 2; PREPL inh = 1; PAFAH2 inh = 3

> O=C(CCc1ccc(S(=O)(=O)NC2CCCCC2)cc1)NCc1ccc(Cl)cc1
  LYPLA1 inh = 2; PAFAH1B3 inh = 1; PAD4 FP inh = 2; GSTO1 inh = -6; EBNA-1 inh = 0; LYPLA2 inh = 9; ZTA DNA inh = -22; PREPL inh = -5; PAFAH2 inh = 4

> c1ccc(NC2=NCCN2CCC2CCCCC2)cc1
  LYPLA1 inh = 1; PAFAH1B3 inh = 3; PAD4 FP inh = -5; GSTO1 inh = 5; EBNA-1 inh = 9; LYPLA2 inh = -2; ZTA DNA inh = 11; PREPL inh = 3; PAFAH2 inh = -9

> COc1cc(C2N(c3ccccc3)CCN2c2ccccc2)cc(OC)c1OC
  LYPLA1 inh = -1; PAFAH1B3 inh = 6; PAD4 FP inh = 7; GSTO1 inh = 4; EBNA-1 inh = -8; LYPLA2 inh = 0; ZTA DNA inh = -7; PREPL inh = 18; PAFAH2 inh = 6

Following part:
Every second line gives: LYPLA1 inh | PAFAH1B3 inh | PAD4 FP inh | GSTO1 inh | EBNA-1 inh | LYPLA2 inh | ZTA DNA inh | PREPL inh | PAFAH2 inh
CCc1cccc(C)c1NC(=O)C1CC(=O)N(C2CCCC2)C1 (configuration not stated)
 : 3 | 5 | 5 | nt | nt | 7 | -10 | 11 | 7
Cc1ccc(-c2csc3nc4cc(C(=O)NC5CCC(O)CC5)ccc4c(=O)n23)cc1 (configuration not stated)
 : -1 | -6 | -2 | 39* | 14 | -1 | 2 | 11 | -4
CC(C)C[C@]1(c2ccccc2)ON(c2ccccc2C(F)(F)F)C1=O
 : -3 | 9 | 3 | nt | nt | -5 | 3 | 1 | 1
COc1ccc(CN2CN=C(Nc3nc4ccccc4s3)NC2)cc1
 : 3 | 7 | -4 | -1 | 1 | 0 | -1 | 1 | -11
CCCS(=O)(=O)N1CCC(C(=O)NCCCN(C)Cc2ccccc2)CC1
 : -4 | 4 | -6 | -3 | -7 | 5 | 14 | 7 | 2
C(=C\c1nc(N2CCCCCC2)c2ccccc2n1)/c1ccccc1
 : -10 | -6 | -7 | -1 | -6 | -8 | 5 | 0 | -13
CC(C)(CO)N=C1NS(=O)(=O)c2cc([N+](=O)[O-])ccc21
 : 3 | -4 | -1 | 4 | 8 | -2 | 5 | 5 | -3
CCOC(=O)c1sc2ccc(S(=O)(=O)N3CCOCC3)cc2c1N
 : -4 | -2 | 8 | 23 | -4 | 6 | -11 | 8 | -1
Cc1ccc(C2(C)NC(=O)N(CCOc3ccccc3)C2=O)cc1 (configuration not stated)
 : 0 | -11 | 1 | 0 | 5 | 3 | 7 | -22 | -4
COc1cccc2cc(C(=O)NNC(=O)c3ccc(Br)cc3)c(=O)oc12
 : 0 | 3 | -4 | 9 | 0 | -3 | -4 | 4 | 15
COc1ccc(C2=NNC(c3cccs3)=Nc3ccc(OC)cc32)cc1
 : 4 | -3 | 4 | 11 | -7 | 14 | -13 | -3 | 5
CCOC(=O)N1CCC(N2Cc3cccc(C(=O)N4CCN(c5cccc(C)c5C)CC4)c3C2=O)CC1
 : -1 | 2 | -1 | 1 | 1 | -2 | 6 | 16 | -1
CC(C)n1cc(CN2CCCC(C(=O)Nc3ccccc3Oc3cccnc3)C2)cn1 (configuration not stated)
 : 0 | 2 | -3 | 6 | 1 | -2 | 5 | 4 | -6
CCCCOC(=O)Nc1ccc(S(=O)(=O)Nc2ccc([N+](=O)[O-])cc2)cc1
 : -6 | -6 | -2 | -10 | 10 | -1 | 0 | -5 | 0
COc1cc(OC)c(C2=NOC(C(=O)Nc3cc(C)nn3-c3ccccc3)C2)cc1Cl (configuration not stated)
 : 1 | 0 | 1 | -6 | 1 | 5 | -17 | 5 | 1
CCc1cccc(C)c1N(C(=O)Cn1c(=O)[nH]c2ccccc21)C(C)COC (configuration not stated)
 : -1 | 2 | -1 | 0 | -3 | -3 | 3 | 4 | -4
CCOC(=O)C1CCN(CC(=O)Nc2c(C(=O)OC)[nH]c3cccc(C)c23)CC1
 : 0 | 0 | 1 | 2 | 4 | -1 | 20 | -5 | 5
COCc1ccc(-c2c(-c3ccc(OC)cc3)oc(=O)c3cc(OC)c(OC)cc23)cc1
 : nt | -12 | 2 | nt | nt | nt | nt | 15 | -4
CCN(C(=O)COC(=O)c1cc(-c2ccccc2)nn1-c1ccccc1)C1CCS(=O)(=O)C1 (configuration not stated)
 : 3 | 6 | 1 | 4 | 0 | 1 | 0 | -7 | -8
CCC1Nc2ncnc(N3CCOCC3)c2N(Cc2ccc(OC)cc2)C1=O (configuration not stated)
 : nt | 6 | 1 | nt | nt | nt | nt | 6 | -5
C/C(=N\NC(=O)C1CCCN(S(=O)(=O)c2ccccc2)C1)c1ccccn1 (configuration not stated)
 : 5 | 10 | 0 | 16 | 2 | -5 | 4 | -5 | 5
Cc1ccc(NC(=O)C2CCCN(C(=O)NCc3ccccc3)C2)c(C)c1 (configuration not stated)
 : -1 | 4 | -2 | 1 | 2 | -3 | 2 | -2 | -4
COCCN1Cc2cccc(C(=O)Nc3cccc(-c4nc5ccccc5[nH]4)c3)c2C1=O
 : -26 | -11 | -3 | -90 | 9 | -56 | -4 | -10 | -36
COc1cccc(/C=C/C(=O)OCC(=O)N2CCCc3ccccc32)c1
 : 0 | 3 | 1 | -8 | -5 | -1 | -9 | -3 | 22
C/C(Cn1nc([N+](=O)[O-])cc1C)=N\NC(=O)c1cccc(Br)c1
 : 0 | -3 | -3 | 1 | -1 | 3 | 4 | 20 | -5
O=C(O)C1C2CCC(O2)C1C(=O)Nc1cccc(F)c1 (configuration not stated)
 : 0 | nt | -2 | -4 | 2 | 1 | 6 | -1 | nt
COc1ccc(C(=O)NCc2cc3ccccc3n2C)cc1
 : 0 | 1 | -6 | 1 | -11 | -2 | -23 | 16 | -4
O=S(=O)(c1ccccc1)N1CC=C(c2ccccc2)CC1
 : 3 | -7 | 2 | 2 | 7 | 9 | 6 | -44 | 9
COc1ccc(CCn2c(C)nc3c(c(=O)c4ccccc4n3C)c2=O)cc1
 : -3 | 11 | -2 | -3 | -11 | 1 | -7 | 8 | -7
Cc1cc(C2C(=O)CC(=O)CC2c2ccccc2)on1 (configuration not stated)
 : -1 | 9 | 4 | 11 | 4 | -4 | 4 | 12 | 17
CCOc1ccc(NC(=S)Nc2cc(OC)c(Cl)cc2OC)cc1
 : 1 | 2 | 0 | 3 | 13 | -2 | -1 | 9 | 1
O=C(c1noc2c1CCc1ccccc1-2)N1CCCc2ccccc21
 : 8 | 0 | -5 | -5 | -1 | 5 | 0 | 5 | -4
